Compound activity as filed in PubChem.
OX1R antag – OX1R (HCRTR1) antagonists, primary screen, fluorescence, CHO/OX1R cells, Fluo-8 calcium, orexin A; Fluo-8 calcium fluorescence; inhibition, % at 5 µM; 330,000 compounds, 0.43% hits; AID 434989, 2010;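 active means inhibition above its plate's threshold, mean inhibition of all tested compounds on the plate plus 3 SD, cut at about 37% in these data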;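 further: 0% = orexin A challenge wells and 100% = SB-334867-A antagonist wells; not every result past the cut was called active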
Target sequence (O43613 whole entry, looked up): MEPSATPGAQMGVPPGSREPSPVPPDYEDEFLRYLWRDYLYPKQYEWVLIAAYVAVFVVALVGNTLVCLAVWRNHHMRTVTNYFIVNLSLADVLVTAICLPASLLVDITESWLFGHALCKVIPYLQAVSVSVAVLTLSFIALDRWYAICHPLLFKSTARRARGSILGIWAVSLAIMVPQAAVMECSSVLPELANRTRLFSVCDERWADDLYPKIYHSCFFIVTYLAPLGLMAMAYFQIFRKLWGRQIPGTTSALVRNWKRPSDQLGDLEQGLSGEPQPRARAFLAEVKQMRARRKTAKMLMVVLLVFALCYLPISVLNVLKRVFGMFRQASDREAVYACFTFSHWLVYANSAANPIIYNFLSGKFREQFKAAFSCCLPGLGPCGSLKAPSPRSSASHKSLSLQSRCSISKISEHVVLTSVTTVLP
CHT allo act – CHT positive allosteric modulators, primary screen, cell-based, membrane potential dye, choline EC20; CHT-expressing cells; active compounds read high; LV-AA mutant CHT in HEK293 cells; B-score at 10 µM; 310,000 compounds, 0.49% hits; AID 488977, 2010;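 active means initial fluorescence not abnormally high and integrated response B-score, plate-corrected, over 3 SD above library mean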
Target sequence (Q9GZV3 whole entry, looked up): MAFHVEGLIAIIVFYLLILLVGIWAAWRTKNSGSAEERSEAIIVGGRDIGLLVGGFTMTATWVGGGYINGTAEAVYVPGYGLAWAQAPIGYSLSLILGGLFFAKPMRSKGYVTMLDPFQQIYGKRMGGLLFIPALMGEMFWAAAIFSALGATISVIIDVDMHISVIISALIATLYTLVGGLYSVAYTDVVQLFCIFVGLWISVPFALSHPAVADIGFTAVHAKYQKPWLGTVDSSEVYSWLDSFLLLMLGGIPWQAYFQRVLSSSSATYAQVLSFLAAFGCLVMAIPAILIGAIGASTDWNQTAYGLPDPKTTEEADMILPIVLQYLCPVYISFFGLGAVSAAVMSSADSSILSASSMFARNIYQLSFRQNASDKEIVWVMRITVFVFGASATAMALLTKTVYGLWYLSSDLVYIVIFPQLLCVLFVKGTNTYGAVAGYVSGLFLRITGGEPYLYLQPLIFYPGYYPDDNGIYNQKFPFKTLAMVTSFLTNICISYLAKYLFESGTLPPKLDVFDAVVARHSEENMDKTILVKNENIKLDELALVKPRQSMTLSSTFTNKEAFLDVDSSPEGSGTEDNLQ
The depositor's hits bear a star; i = inactive; / = not tested or not shown. Random draw from the library. Share with any hit: about 0.83%.

SMILES	OX1R antag	CHT allo act
Cc1nn(Cc2c(Cl)cccc2Cl)c(C)c1NC(=O)/C=C/c1cnn(C)c1C	5.6	i
CCC1(CC)C(=O)NC(=O)NC1=Nc1ccccc1	-14.7	i
CC(C)CCn1c(CN(C)Cc2ccccc2)nc2c1c(=O)n(C)c(=O)n2C	-24.9	i
O=C(CNC(=S)N(Cc1ccccc1)Cc1cccnc1)NCCN1CCOCC1	-3.0	i
CCOC(=O)c1cc2occc2n1CC(=O)N1CCN(C(=O)c2ccco2)CC1	-11.3	i
CC(=O)Nc1c(O)c2cccc3c2n(c1=O)CCC3	-0.7	i
Cc1ccccc1C(=O)Nc1ccnn1C1CCN(C(=O)c2ccoc2)CC1	-10.3	i
C=CCn1cc(C(=O)NCCOC)c(=O)c2cc(S(=O)(=O)N(CC)CC)ccc21	-9.1	i
CCCn1c(N2CCN(C(=O)Nc3ccccc3)CC2)nc2ccccc21	-22.5	i
O=C(OCC(=O)N1CCCCCC1)c1cccc(Cl)c1	-23.5	/
CC(=O)N1CCN(S(=O)(=O)c2cccc(C(=O)NC3CCC(C)CC3)c2)CC1 (configuration not stated)	-11.8	i
O=C(NNC(=O)c1ccc2ccccc2c1O)Nc1ccc(F)cc1	-10.0	i
Cc1ccccc1C(=O)NCCNc1ccc([N+](=O)[O-])cc1	-4.0	i
CCSc1nc(O)c(C2OC(=O)c3c2ccc(OC)c3OC)c(=O)n1CC (configuration not stated)	-3.9	i
Oc1ccccc1CN1CCCC(N2CCN(c3cccc(C(F)(F)F)c3)CC2)C1 (configuration not stated)	-21.5	i
Cc1ccccc1-n1c(C)cc(/C=N/NC(=O)c2ccc(CN3CCOCC3)cc2)c1C	-28.5	i
O=C(Nc1ccccc1Cl)c1ccn[nH]1	-13.1	i
O=S(=O)(O)c1ccc(N=Nc2ccccc2)cc1	-2.3	i
CCn1c(-c2cc(-c3ccc(OC(C)C)cc3)nc3ccccc23)n[nH]c1=S	1.2	i
C[C@H](C(=O)O)c1cccc(C(=O)c2ccccc2)c1	-2.3	i
Cn1cccc1C(=O)OCC(=O)Nc1ccc2c(c1)CCC2	-8.9	i
CCN(C[C@H]1N[C@@](CC)(C(=O)OC)[C@H]2C(=O)N(Cc3ccccc3)C(=O)[C@@H]12)C(C)=O	-11.3	/
Cc1ccnc(SCc2nc3ccccc3s2)n1	-15.7	i
CCOc1ccc(-c2cc(N3C(=O)Nc4ccccc4N3O)on2)cc1	-8.4	i
S=C(Nc1cccc(Cl)c1)N(CCCN1CCCC1)Cc1cccn1Cc1ccc(Cl)cc1	-14.9	i
(listing goes on)
SMILES	OX1R antag	CHT allo act
NC(=O)Cn1nnc(-c2ccccc2NC(=O)c2cnccn2)n1	-13.4	i
CCN1CCN(C(=O)c2cc3cc(F)ccc3[nH]2)CC1	-14.3	i
Cc1ccc(S(=O)(=O)N2[C@@H](c3ccc(C#N)cc3)C(C(=O)O)=C[C@H]2CC2CCCC2)cc1	-9.3	/
Cn1c(N)c(C(c2ccccc2)c2c(N)n(C)c(=O)n(C)c2=O)c(=O)n(C)c1=O	-22.7	i
N#Cc1ccc(OCC(=O)N2CCN(S(=O)(=O)c3cccc(Cl)c3)CC2)cc1	-4.8	/
Cn1c(=O)c2cc(S(=O)(=O)N3CCOCC3)ccc2n(C)c1=O	-20.5	i
NNC(=O)CN1C(c2ccc(Cl)cc2)=Nc2ccc(Br)cc2C1c1ccccc1 (configuration not stated)	-32.8	i
Cc1ccc(NS(=O)(=O)c2cccc3cccnc23)c(Cl)c1	-14.8	i
CCCn1c(=O)[nH]c2ccccc21	-17.9	i
COCCNc1c2c(nc3c(-c4ccccc4)c(C)nn13)CCC2	-37.0	i
Cc1cccc(C)c1N1C(=O)CN(Cc2ccccc2)C1=S	-17.3	i
Cc1ccc(C(CNS(=O)(=O)c2ccc(Cl)cc2)N2CCN(C)CC2)cc1 (configuration not stated)	-22.8	i
CC1CCCC(C)N1C(=O)COC(=O)Cc1c[nH]c2ccccc12 (configuration not stated)	-6.7	i
COc1cc(CCN2C(=O)c3cccc4cccc(c34)C2=O)c(S(=O)(=O)N2CCC(C)CC2)cc1OC	-3.9	i
Cc1ccc(-c2nc(NCc3ccc(F)cc3)n(S(C)(=O)=O)n2)cc1	-26.8	i
CC(=O)Nc1ccc(C(=O)OCC(=O)/C(C#N)=C(\C)N)cc1	-10.8	i
O=C(CCc1nnc2ccc(NCc3ccco3)nn12)Nc1cccc(F)c1	-8.5	i
COc1ccc(OC)c(NC(=O)CCCNC(=O)Cn2cnc3sc(C)c(C)c3c2=O)c1	-43.2	i
O=C(N/N=C/c1ccccn1)c1cc(-c2ccccc2Cl)n[nH]1	-6.7	i
O=C(NCC1CCCO1)c1onc(CSc2ccc(F)cc2)c1C(=O)O (configuration not stated)	-25.2	i
Nc1ccc(OCCc2ccccc2)cc1	-8.0	i
CCN(CC)S(=O)(=O)c1ccc(Cl)c(NC(=O)COC(=O)c2c(C)noc2C)c1	-30.2	i
COc1ccc(C(CCN2CCCCC2)c2c(O)cc(OC)cc2OC)cc1 (configuration not stated)	-21.0	i
N#CCCN(Cc1ccccc1)C(=O)Nc1ccc2c(c1)CCO2	-10.7	i
CCCOc1ccc(N2C(=O)CC(N(Cc3ccccc3)N=O)C2=O)cc1 (configuration not stated)	-28.6	i
Later entries.
SMILES	OX1R antag	CHT allo act
O=C(CCCn1cncn1)N1CCCC(N2CCN(c3ccccc3F)CC2)C1 (configuration not stated)	-14.6	i
S=C(Nc1ccc(Cl)c(Cl)c1)N1CCN(c2ccccn2)CC1	-5.7	i
Cc1nnc(SCC(=O)Nc2cc(C(N)=O)cc(C(N)=O)c2)n1-c1ccccc1	9.1	i
Cc1nc(-c2ccccc2)cn2c1nc1ccccc12	-32.3	i
CC(=O)Nc1ccc(S(=O)(=O)NNC(=O)c2ccc([N+](=O)[O-])cc2)cc1	-15.4	i
COc1ccc(-n2c(N3CCN(C)CC3)nc3sc4c(c3c2=O)CCCCC4)cc1	-9.2	i
CCOC(=O)C(NC(C)=O)(Nc1ccc(S(=O)(=O)Nc2cc(C)nc(C)n2)cc1)C(F)(F)F (configuration not stated)	-5.4	i
COCCNC(=O)C(c1cccs1)N(Cc1cccs1)C(=O)Cn1nnc2ccccc21 (configuration not stated)	-14.8	i
Cc1cc2nccc(-c3ccccn3)n2n1	-7.8	i
Cc1c(C(=O)N2CCCCC2)c(S(=O)(=O)N2CCC(C)CC2)c(C)n1C	-20.0	i
O=C(Cc1ccc(F)cc1)Nc1ccccc1N1CCCC1	-36.5	i
CC(C)CC1c2[nH]c3ccccc3c2CCN1C(=O)c1cnccn1 (configuration not stated)	-20.4	i
CCNC(=S)NNc1nncc2ccccc12	-7.2	i
O=C(O)/C=C/C(=O)Nc1ccc(N2CCOCC2)nc1N1CCOCC1	-8.7	i
O=C(Oc1ccccc1)N1CCCC1	-5.5	i
COc1ccc(CCNC(=O)COC(=O)c2cc3ccccc3oc2=O)cc1OC	-25.4	/
C/C=C(/C)C(=O)O[C@@H]1c2c(ccc3ccc(=O)oc23)O[C@@H]1C(C)(C)OC(=O)/C(C)=C\C	11.8	i
C=CCNC(=S)NC(CC(=O)OC)c1ccc2c(c1)OCO2 (configuration not stated)	-10.3	i
COc1ccc(Cl)cc1NC(=O)CSc1nc(=O)n(CCN(C)C)c2c1CCCC2	-28.5	i
CCCc1c(OCCCCc2nn[nH]n2)ccc(C(C)=O)c1O	-21.2	i
COC(=O)c1ccc(NC(=O)c2ccc3nsnc3c2)cc1	-17.6	i
CNC(=S)N1C2CCCC1CC(NC(=O)c1ccc(F)cc1)C2 (configuration not stated)	-13.5	i
Cc1cccc(N2CCN(C(=O)NCc3ccc(F)cc3)CC2)c1C	-21.1	i
CCNc1ccc(C(=O)OCC(=O)Nc2cc(C)on2)cc1[N+](=O)[O-]	-15.9	/
NS(=O)(=O)c1cccc(NC(=O)CN2CCC(Cc3ccccc3)CC2)c1	-9.1	i

Grouped by structure, those above containing an NH in an aromatic ring
SMILES	OX1R antag	CHT allo act
O=C(Nc1ccccc1Cl)c1ccn[nH]1	-13.1	i
CCn1c(-c2cc(-c3ccc(OC(C)C)cc3)nc3ccccc23)n[nH]c1=S	1.2	i
CCN1CCN(C(=O)c2cc3cc(F)ccc3[nH]2)CC1	-14.3	i
CCCn1c(=O)[nH]c2ccccc21	-17.9	i
CC1CCCC(C)N1C(=O)COC(=O)Cc1c[nH]c2ccccc12 (configuration not stated)	-6.7	i
O=C(N/N=C/c1ccccn1)c1cc(-c2ccccc2Cl)n[nH]1	-6.7	i
CC(C)CC1c2[nH]c3ccccc3c2CCN1C(=O)c1cnccn1 (configuration not stated)	-20.4	i
CCCc1c(OCCCCc2nn[nH]n2)ccc(C(C)=O)c1O	-21.2	i

Continuation:
SMILES	OX1R antag	CHT allo act
O=C(c1ccc2c(c1)OCO2)N1CCC2(CC1)Oc1ccc(Cl)cc1C(=O)C21CC(c2ccccc2)=NO1 (configuration not stated)	-11.2	i
Cc1ccc(Cl)cc1N1CCN(C(=S)NCCc2ccccc2)CC1	-24.9	i
OCCCC1CCCCN1Cc1nc(Cc2ccccc2Cl)no1 (configuration not stated)	-9.7	i
O=C(O)C1CCCCC1C(=O)Nc1ccccc1Cl (configuration not stated)	-3.5	i
CCN(Cc1ccccc1)S(=O)(=O)c1ccc(C(=O)N2CCN(c3nc4ccccc4s3)CC2)cc1	-28.9	i
O=C(Nc1ccc(Cl)cc1)c1cccc(NC2=NC3CS(=O)(=O)CC3S2)c1 (configuration not stated)	-14.9	i
COc1ccc(C)cc1NS(=O)(=O)c1ccc(-c2cnc(C3CC3)o2)cc1	-4.0	i
OCCC1CN(Cc2nc3c(s2)CCCC3)CCN1Cc1ccccc1 (configuration not stated)	-31.3	i
COCCNC(=O)COC(=O)c1ccc(OCC(=O)Nc2ccccc2OC)c(OC)c1	-12.5	i
COCC(C)NC(=O)C1CC(c2cccc(Br)c2)=NO1 (configuration not stated)	-1.7	i
c1n[nH]c(NC2=NCCC2)n1	-27.5	i
CN(Cc1cccnc1)C(=O)CNC(=O)c1ccc(Cl)cc1Cl	-10.4	i
O=C(O)CN1CCN(c2ncc(C(F)(F)F)cc2Cl)CC1	-10.8	i
N#Cc1cccc(NC(=O)CSc2nnc(C3CC3)n2C2CC2)c1	-7.7	/
COc1ccc(NC(=O)C2CCCN(c3nn4c(=O)cc(C)nc4s3)C2)c(OC)c1 (configuration not stated)	-5.6	i
CCn1c(=O)n(CCOC)c(=O)c2c3c(sc21)CCCC3	-10.6	i
Cc1nnc(SCCn2c(N3CCCC(C)C3)nc3c2c(=O)[nH]c(=O)n3C)s1 (configuration not stated)	-29.8	i
COc1ccc(S(=O)(=O)Nc2cc(C)on2)cc1NC(C)=O	1.6	/
Cc1cc(C)nc(SCNC(=O)c2ccc(F)cc2)n1	-17.0	i
CCc1ccc(OCC(=O)O/N=C(\N)c2ccncc2)cc1	5.8	i
O=C(NNC(=O)C1CCCO1)c1ccc([N+](=O)[O-])cc1 (configuration not stated)	-18.8	i
COc1cc(CN2CCC(C(=O)N3CCCC(C)C3)CC2)cc(OC)c1O (configuration not stated)	-6.7	i
Cc1ccccc1CN1CCN(S(=O)(=O)c2cccc3nsnc23)CC1	-27.6	i
COc1ccc(C(=O)C2CCCN(S(=O)(=O)c3ccccc3F)C2)c(C)c1 (configuration not stated)	7.5	i
CCc1ccc(NS(=O)(=O)c2cc3[nH]c(=O)c(=O)[nH]c3cc2C)cc1	-12.2	i

Single records, as listed above.
Entry for O=C(NNC(=O)C1CCCO1)c1ccc([N+](=O)[O-])cc1 (configuration not stated) = OX1R antag = -18.8; CHT allo act = i
Entry for COc1cc(CN2CCC(C(=O)N3CCCC(C)C3)CC2)cc(OC)c1O (configuration not stated) = OX1R antag = -6.7; CHT allo act = i

Next part.
SMILES	OX1R antag	CHT allo act
O=C(CSc1nnc(CNC(=O)c2ccccc2)o1)Nc1nccs1	-14.0	i
O=S(=O)(c1ccc(F)cc1)N1CCN(c2ccccc2)CC1	-6.3	i
O=S(=O)(c1ccc(F)cc1)N1CCN(CC2CC3C=CC2C3)CC1 (configuration not stated)	-24.6	i
CC1CCC2(CC1)NC(=O)N(Cc1cccc(C(F)(F)F)c1)C2=O (configuration not stated)	-27.8	i
O=c1c2ccccc2nc(SCc2ccc(F)cc2Cl)n1CCCN1CCOCC1	-27.5	i
Cc1nnc(NC(=O)c2nn(CC(C)C)c(=O)c3ccccc23)s1	-25.6	i
CN(C)CCn1ccc(O)c(Cc2ccc(Cl)cc2)c1=O	-0.1	i
CCn1c(O)c(N=N)c2ccccc21	-9.1	i
c1ccc(CSc2nnc(-c3cccs3)n2Cc2ccco2)cc1	-18.2	i
CCn1c(=O)c(C)nn2c3ccccc3nc12	6.1	i
O=C(CNS(=O)(=O)c1ccccc1)N/N=C/c1ccccc1[N+](=O)[O-]	-9.4	i
COc1cccc(/C=N/n2c(-c3n[nH]c4c3CCC4)n[nH]c2=S)c1OC	-12.8	i
CCOc1ccc(NC(=O)c2ccccn2)cc1	-18.0	i
CC1=NN(c2ccccc2)C(=O)/C1=C\c1cn(CCC#N)nc1-c1ccc(Cl)cc1	-23.4	i
O=C1/C(=C\Nc2ccccc2)CCN1c1ncccn1	0.0	i
CC(=O)Nc1ccc(S(=O)(=O)N2CCN(C(=O)c3ccco3)CC2)cc1	9.5	i
COc1ccccc1NS(=O)(=O)c1cc(N/C(=N\S(=O)(=O)c2ccccc2)c2ccc(F)cc2)ccc1Cl	5.8	i
COc1cc2ccccc2cc1C(=O)NCC(c1cccs1)N(C)C (configuration not stated)	-32.3	i
COc1ccc(/C(N)=N/OC(=O)Cc2ccccc2[N+](=O)[O-])cc1	-18.2	i
CN1C(=S)SC(/[N+]([O-])=C/c2cccnc2)C1(C)C (configuration not stated)	-4.4	i
CCOc1ccc(N(CC(=O)NC2CCCC2)C(=O)CSc2nnc(COc3ccccc3)o2)cc1	-37.6	i
Cc1nc(Nc2ccccc2O)c2oc3ccccc3c2n1	/	i
